# Bioassay records as filed in PubChem BioAssay.
# D1 allo mod = D1 CRE-luciferase signal change, two-sided – cell-based, HEK293 D1, dopamine EC30, D1 allosteric modulator project, primary screen; B-score at 10 µM; 5.9% of 58,000 active; AID 641, 2007; dopamine EC30 potentiation; actives deviate in either direction;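 active = luminescence count or its row- and column-corrected plate score outside the 99.7% band of the plate's sample wells, on either side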
# S1P1 ag pot = S1P1 agonists and agonism potentiators, primary screen, cell-based, primary and confirmation screens, CRE-bla reporter; Sphingosine 1-phosphate receptor 1 (Homo sapiens), P21453; S1P1 CRE-bla cells, forskolin, beta-lactamase FRET, potentiator mode; S1P1 agonist co-added at EC20, 2 nM; 100% = saturating reference agonist, 0% = basal; activation, % at 9.5 µM; 0.57% of 56,000 active; AID 449, 2006;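 active = activation above a cutoff set at the mean activation of all tested compounds plus 3 SD, cut at about 54% in these data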;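 also: forskolin at 4 µM as EC80 and the EC20 agonist is SEW2871; 100% = SEW2871 at its EC100 plus forskolin at EC80; some compounds past the cut are filed as inactive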
# HEK293 NFkB inh = inhibitors of PMA/ionomycin-induced NF-kB reporter, primary screen, antigen receptor NF-kB inhibitor project, cell-based, HEK-293 luciferase reporter, luminescence; HEK-293 NF-kB luciferase reporter; inhibition, % at 3 µM; 0.21% of 62,000 active; AID 465, 2006;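 active = inhibition above the mean of all tested compounds plus 3 SD, cut at about 40% in these data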;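 also: 0% = stimulated DMSO wells and 100% = 10 µM reference inhibitor 5653914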
#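 Signal: luciferase luminescence; Material: HEK-293 cells with stable firefly luciferase reporter driven by four HIV NF-kB elements; Probe or stimulus: PMA with ionomycin; Replication: tested once; Times: 1 h compound pretreatment, then 16 h stimulation at 37 °C, 5% CO2; Benchmarks: DMSO and 10 µM reference inhibitor; Evaluation: per-plate % inhibition versus controls.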
# Ec RNAP inh = E. coli RNAP inhibitors, biochemical | 0.2% of 62,000 active | E. coli RNA polymerase, fluorescence transcription assay | DNA-directed RNA polymerase subunit beta (Escherichia coli (strain K12)), P0A8V2 | AID 559, 2006 | inhibition, %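 (tested at 10 µM)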; in the data active = inhibition above about 20%;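 also: 0% = enzyme without compound and 100% = no enzyme blank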
# S1P3 agonist = human S1P3 receptor agonists, primary screen, cell-based, primary and confirmation, NFAT-BLA reporter; Sphingosine 1-phosphate receptor 3 (Homo sapiens), Q99500; S1P3 NFAT-BLA reporter cells, agonism, FRET ratio; relative to 1 µM S1P, basal subtracted; activation, % at 4.5 µM; 0.1% of 60,000 active;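 active = activation above the screen-wide mean plus 3 SD, cut at about 4.5% in these data, passing the limit was not always enough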; also: some compounds called inactive have numbers as strong as hits
# Target sequence (Q99500 whole entry, looked up): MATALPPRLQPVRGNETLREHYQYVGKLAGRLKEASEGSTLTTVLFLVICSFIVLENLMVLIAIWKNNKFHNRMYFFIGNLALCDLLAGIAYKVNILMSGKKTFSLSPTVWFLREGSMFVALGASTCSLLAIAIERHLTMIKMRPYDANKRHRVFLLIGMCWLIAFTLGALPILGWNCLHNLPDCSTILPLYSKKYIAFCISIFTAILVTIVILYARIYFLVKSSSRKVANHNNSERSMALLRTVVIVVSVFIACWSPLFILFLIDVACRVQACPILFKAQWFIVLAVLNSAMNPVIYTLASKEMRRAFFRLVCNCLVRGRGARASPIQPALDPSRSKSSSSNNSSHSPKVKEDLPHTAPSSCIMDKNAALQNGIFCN
#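 material = human S1P3 NFAT-BLA reporter CHO cells | schedule = 4 h compound at 37 °C, 2 h substrate at RT | measured by = fluorescent BLA substrate, ex 405 nm, em 460/535 nm ratio | controls = 1 µM S1P reference | replication = primary once, confirmation triplicate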
# Jurkat viability = cytotoxicity toward Jurkat T cells, primary screen, cytotoxicity control, cell-based, Jurkat E6.1, 60K MLSMR library | Jurkat E6.1 viability, ATP luminescence, 48 h | inhibition, % at 4 µM | 1.2% of 56,000 active | AID 463, 2006;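 active = inhibition above the mean inhibition of all tested compounds plus 3 SD, cut at about 28% in these data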
# TNAP act DEA = human TNAP enzyme activators, primary screen, biochemical, luminescent, intermediate phosphate acceptor level; Alkaline phosphatase, tissue-nonspecific isozyme (Homo sapiens), P05186; purified TNAP, CDP-star luminescence, 100 mM DEA, 30 min; active compounds read high; scale: 0 levamisole-inhibited, 1 vehicle-only enzyme; activation factor at 20 µM; 64,000 tested, under 10 active;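 active = activation factor of at least 2 at 20 µM, relative to controls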
# Target sequence (P05186 whole entry, looked up): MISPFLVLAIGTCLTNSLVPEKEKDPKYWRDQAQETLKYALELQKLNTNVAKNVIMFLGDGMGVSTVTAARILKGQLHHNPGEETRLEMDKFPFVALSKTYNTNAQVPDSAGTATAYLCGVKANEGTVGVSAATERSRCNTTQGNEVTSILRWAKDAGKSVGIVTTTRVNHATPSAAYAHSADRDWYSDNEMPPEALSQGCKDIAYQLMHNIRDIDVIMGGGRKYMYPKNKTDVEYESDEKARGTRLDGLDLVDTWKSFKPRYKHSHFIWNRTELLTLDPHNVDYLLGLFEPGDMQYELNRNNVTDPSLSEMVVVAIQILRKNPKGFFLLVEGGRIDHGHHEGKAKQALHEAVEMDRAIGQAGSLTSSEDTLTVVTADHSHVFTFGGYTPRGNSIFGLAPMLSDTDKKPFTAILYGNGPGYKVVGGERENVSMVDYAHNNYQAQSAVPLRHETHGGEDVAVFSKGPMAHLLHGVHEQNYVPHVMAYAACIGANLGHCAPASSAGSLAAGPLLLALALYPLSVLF
# M1 antag = antagonists of rat M1 muscarinic receptor; 3.4% of 64,000 active; CHO-M1 cells, Fluo-4 calcium, ACh EC80 antagonist mode; active compounds read low; B-score at 10 µM;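 active = calcium fluorescence response, raw or row-and-column corrected B-score, differing from the plate sample mean either way at a set confidence level, mostly lower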
# M1 ag = M1 muscarinic receptor agonists, primary screen, CHO-M1 cells, Fluo-4 calcium, agonist mode; Fluo-4 calcium fluorescence; active compounds read high; B-score at 10 µM; 3% of 64,000 active; AID 626, 2007;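 active = fluorescence rise, raw or as B-score row- and column-corrected plate score, outside the 99.7% band of its plate's samples, either direction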
# * = called active by the depositor; nt = not tested or not shown.
item	compound	D1 allo mod	S1P1 ag pot	HEK293 NFkB inh	Ec RNAP inh	S1P3 agonist	Jurkat viability	TNAP act DEA	M1 antag	M1 ag
1	COc1ccc(/C(O)=C2\C(=O)C(=O)N(CCN3CCOCC3)C2c2ccccc2OC)cc1 (configuration not stated)	1.21	4.8	nt	9.1	-2.5	nt	0.9	0.286	-0.457
2	O=S(=O)(Cc1ccc(Cl)cc1)Nc1ccc2c(c1)OCO2	-0.0141	-0.1	11.2	8.7	0.1	4.0	0.8	0.422	1.03
3	Cc1nc2sc(C(=O)O)c(N)c2c2c1COC(C)(C)C2	1.1	-13.4	4.0	5.8	-0.7	-6.5	1	1.12	-0.379
4	CC(C)(C)C1CCc2nc(NC(=O)Cc3cn4ccsc4n3)sc2C1 (configuration not stated)	0.661	-35.9	-1.2	0.8	0.7	-1.2	0.9	1.11	-0.0264
5	Cc1cc(NCc2ccco2)n2c(nc3ccccc32)c1C#N	1.97	-15.5	10.1	-14.3	-0.6	9.9	1	0.838	-0.0454
6	Cc1ccccc1OCC(=O)Nc1ccccc1N1CCCCC1	1.19	-18.7	19.6	4.2	1.6	3.1	0.9	0.095	-0.014
7	O=C(Nc1nccs1)c1ccc(S(=O)(=O)NCc2cccs2)cc1	-0.528	19.1	14.6	9.8	-0.7	9.4	1	-0.425	-1.39
8	Cc1nc2cc(C(=O)O)ccc2s1	0.533	-15.8	-28.9	3.7	-0.6	-7.7	0.9	-0.209	-0.476
9	CCC(Sc1nnnn1C)C(=O)Nc1ccc(C(C)=O)cc1 (configuration not stated)	0.471	-19.1	-3.6	5.3	-1.3	-0.7	0.9	-0.0983	-0.128
10	O=C(NCc1ccncc1)c1cccc(F)c1	0.516	nt	-3.2	0.9	0.0	0.9	1	0.389	-0.006
11	COCCCNC(=O)CCSc1ccc(Cl)cc1	-0.105	-6.3	8.2	9.6	-0.9	2.0	0.9	nt	nt
12	CC(CN1CCCCC1)OC(=O)c1ccc(Cl)cc1 (configuration not stated)	0.163	-16.8	-8.7	8.6	-0.6	-5.6	1	-1.43	-0.363

# Just TNAP act DEA and Jurkat viability (5 entries from above):
entry | SMILES | TNAP act DEA | Jurkat viability
7 | O=C(Nc1nccs1)c1ccc(S(=O)(=O)NCc2cccs2)cc1 | 1 | 9.4
8 | Cc1nc2cc(C(=O)O)ccc2s1 | 0.9 | -7.7
9 | CCC(Sc1nnnn1C)C(=O)Nc1ccc(C(C)=O)cc1 (configuration not stated) | 0.9 | -0.7
10 | O=C(NCc1ccncc1)c1cccc(F)c1 | 1 | 0.9
11 | COCCCNC(=O)CCSc1ccc(Cl)cc1 | 0.9 | 2.0

# Other structures.
item	compound	D1 allo mod	S1P1 ag pot	HEK293 NFkB inh	Ec RNAP inh	S1P3 agonist	Jurkat viability	TNAP act DEA	M1 antag	M1 ag
13	COc1ccc(N2C(=O)CN=C2Nc2cccc(C)c2C)cc1OC	nt	1.4	3.4	1.6	0.2	-3.0	1	0.869	-0.409
14	COC(=O)C1CCN(C(=O)C(C)Oc2ccc(Cl)cc2Cl)CC1 (configuration not stated)	0.706	nt	17.4	2.9	nt	nt	0.9	1.25*	-0.15
15	COc1cc2cc(CN(CCCO)S(=O)(=O)c3ccccc3Cl)c(=O)[nH]c2cc1OC	0.818	-1.4	25.9	-0.7	-1.0	-3.4	1	0.348	-0.705
16	CC(OC(=O)c1cc2sccc2n1C)C(=O)NCc1cccs1 (configuration not stated)	-0.958	22.4	15.0	3.5	0.5	6.0	0.9	-0.0116	0.909
17	CCCn1c(SCc2cc(=O)oc3ccc4ccccc4c23)n[nH]c1=O	-0.00388	16.6	-2.0	-3.8	-1.2	1.8	0.9	0.0746	0.664
18	Cc1cccc(-c2noc(CN(C(C)C)S(=O)(=O)c3ccc(F)cc3)n2)c1	-0.619	-16.0	21.2	4.6	-0.7	-1.8	1	-1.4	0.57
19	Cn1c(=O)oc2cc(S(=O)(=O)N3CCN(C(=O)c4ccco4)CC3)ccc21	-0.0656	-5.5	16.1	nt	-0.4	-7.9	nt	-0.584	0.412
20	COc1ccc(-c2ocnc2C(=O)Nc2ccccc2N2CCCCC2)cc1	0.665	-3.0	15.2	9.0	-0.6	-4.5	0.9	-0.0773	-0.129
21	CC1=C(C(=O)OC(C)C)C(c2c[nH]c3ccccc23)n2ncnc2N1 (configuration not stated)	-0.237	-13.3	4.3	7.3	-0.2	-3.3	0.9	0.151	0.134
22	COc1ccc(C)cc1S(=O)(=O)NC1CCCCC1	-0.0272	-24.4	5.4	7.5	-0.3	-5.8	0.9	-0.0647	0.0518
23	Cn1c(=O)c2c(nc(CN3CCC(C(N)=O)CC3)n2Cc2ccccc2F)n(C)c1=O	0.621	-15.1	10.2	5.7	-0.5	9.4	0.9	0.0489	0.285
24	CCc1c(C)nc2ncnn2c1N1CCC(C(=O)NCc2ccc3c(c2)OCO3)CC1	3.63	-13.3	7.2	8.8	-0.2	-3.1	0.9	-0.179	1.56

# Part of the list above in order of formula weight, low to high:
item	compound	D1 allo mod	S1P1 ag pot	HEK293 NFkB inh	Ec RNAP inh	S1P3 agonist	Jurkat viability	TNAP act DEA	M1 antag	M1 ag
22	COc1ccc(C)cc1S(=O)(=O)NC1CCCCC1	-0.0272	-24.4	5.4	7.5	-0.3	-5.8	0.9	-0.0647	0.0518
17	CCCn1c(SCc2cc(=O)oc3ccc4ccccc4c23)n[nH]c1=O	-0.00388	16.6	-2.0	-3.8	-1.2	1.8	0.9	0.0746	0.664
23	Cn1c(=O)c2c(nc(CN3CCC(C(N)=O)CC3)n2Cc2ccccc2F)n(C)c1=O	0.621	-15.1	10.2	5.7	-0.5	9.4	0.9	0.0489	0.285

# (cont.)
item	compound	D1 allo mod	S1P1 ag pot	HEK293 NFkB inh	Ec RNAP inh	S1P3 agonist	Jurkat viability	TNAP act DEA	M1 antag	M1 ag
25	Cc1ccc(S(=O)(=O)N(Cc2nccn2C)C(C)C)cc1	0.13	2.8	13.8	5.9	-0.1	-7.6	0.9	0.458	0.0035
26	CC(C)OC(=O)CSc1nnc(-c2cnccn2)n1C	-0.481	-3.0	12.5	-4.8	-0.3	-12.8	0.9	0.104	-0.313
27	O=C(NCc1ccc(N2CCCC2=O)cc1)Nc1cccc(Cl)c1	-0.0727	0.8	15.9	6.7	-0.6	10.1	1	-0.165	0.136
28	CCCCCn1c(=NC(=O)c2ccco2)c(C(=O)OCC)cc2c(=O)n3ccccc3nc21	3.17	-28.5	21.1	-3.5	0.4	0.1	0.9	-0.403	1.88
29	Cc1ccc2c(c1)nnn2C1CCN(S(=O)(=O)c2ccc(C(=O)N(C)C3CCCCC3)cc2)CC1	nt	23.0	-4.7	0.2	0.1	-1.5	1	-0.0129	2.11
30	C=CCN1CC(c2nc3ccccc3n2Cc2ccccc2)CC1=O (configuration not stated)	0.435	-2.0	1.7	13.3	-0.4	-3.8	0.9	nt	nt
31	COCCCNc1nc2c(c(=O)[nH]c(=O)n2C)n1CC(O)COc1cccc(C)c1 (configuration not stated)	-0.535	-12.1	9.1	nt	-0.3	-5.1	0.9	0.0209	1.84
32	CCOC(=O)c1ccc(NS(=O)(=O)c2c(C)n(C)c(=O)n(C)c2=O)cc1	0.557	18.3	9.5	-4.4	-1.0	8.9	0.9	0.858	-0.866
33	O=C(C1CCCO1)N1CCN(S(=O)(=O)c2ccccc2)CC1 (configuration not stated)	nt	-11.3	-3.2	11.5	-0.8	12.1	0.9	-0.17	-0.054
34	CCc1nnc(NC(=O)c2ccc(COc3ccccc3)o2)s1	-0.858	14.6	10.1	-1.1	-0.5	4.0	0.9	0.775	-0.702
35	COc1ccccc1C1CC(=O)Nc2cc3c(cc21)OCCO3 (configuration not stated)	-1.97	-0.8	32.2	8.6	-1.0	91.7*	0.9	0.0325	-0.0117
36	N#Cc1c(-c2ccccc2)cc(C2CC2)nc1N	25.3*	-30.6	15.6	4.7	0.4	3.3	0.9	0.134	0.443
37	CC(=O)CCc1c(C)[nH]c2ccccc2c1=O	0.0891	-17.1	8.7	-0.9	-0.3	0.5	0.9	0.0675	-3.07
38	CCN(CC)S(=O)(=O)c1ccc(Br)c(OC)c1	nt	4.5	2.8	4.5	-0.3	0.5	0.7	0.76	0.297
39	O=C(NCc1ccco1)c1cc2ccccc2c(=O)o1	-1.61	4.5	12.1	1.4	-0.2	-1.2	0.9	-1.26	-0.557
40	O=c1c(-c2ccccc2)[n+]([O-])c2ccccc2n1O	-1.16	2.1	6.8	4.3	-0.4	-4.5	0.9	-0.165	9.29*
41	CCOc1ccccc1Nc1nc(N)nc(CSc2nccc(C)n2)n1	3.57*	nt	-0.7	7.4	0.3	-7.8	0.9	0.576	-0.151
42	CCCSc1nc2c(c(=O)n1-c1ccc(OCC)cc1)SCC2	nt	nt	16.2	7.0	nt	nt	0.9	0.271	-0.331
43	Cc1ccc(C)c(-c2nnc(OCC(=O)Nc3cc(C)on3)c3ccccc23)c1	2.14	-14.9	19.2	2.8	0.8	1.3	0.9	0.267	-0.677
44	CC(C)C1O/C(=N/C(=O)Nc2ccc(Cl)c(Cl)c2)NC1=O (configuration not stated)	0.878	11.8	14.5	14.4	-0.2	-3.7	nt	-0.135	-0.921
45	COc1ccc(S(=O)(=O)N2CCN(c3cccc(C)c3C)CC2)cc1	0.48	16.2	13.8	5.8	-0.3	7.3	0.9	0.0188	-0.614
46	Cc1cc(C)n(CC(O)COCc2ccco2)n1 (configuration not stated)	0.592	-2.4	17.4	nt	-0.3	-2.6	0.9	-0.225	-0.0124
47	CCOC(=O)c1cnc(SCc2ccccc2)nc1N	0.453	nt	-34.2	5.1	-1.3	-2.5	1	-0.434	-0.17
48	O=C(Nc1cccc2ccccc12)c1cnccn1	0.222	8.4	-9.9	9.8	-0.3	-2.1	0.8	-0.0249	0.0272

# An unsorted share of the library (roughly 12% active in at least one column).
